Bioassay records from PubChem BioAssay.
DT40 TDP1 CPT: growth inhibition of DT40 Tdp1-/-;hTDP1 cells with camptothecin (screen for TDP1 inhibitors) | chicken DT40 Tdp1-/-;hTDP1 cells + 20 nM CPT, ATP luminescence, 48 h | Potency, µM (top dose mostly 46.2 µM), for the others: at the top dose activity change, negative = growth inhibition, hits mostly inhibitors | actives 12% (n = 420,000); note: nearly all actives have a fitted effect of over 55% in size
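Chicken DT40 Tdp1-/- cells stably complemented with human TDP1 were seeded at 400 cells/well in medium containing 20 nM camptothecin, exposed to pin-transferred compounds, and grown at 37 °C for at least 48 hr. Viability was read as ATP luminescence.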
TDP1 inh: inhibitors of human tyrosyl-DNA phosphodiesterase TDP1; Q9NUW8; recombinant TDP1, AlphaScreen DNA substrate cleavage; Potency, µM (top dose mostly 130 µM), for inactives: at the top dose activity change, negative = inhibition, usual class: inhibitors; actives 0.28% (n = 350,000); AID 485290; note: nearly all actives have a fitted effect of over 40% in size
Target sequence (Q9NUW8 whole entry, looked up): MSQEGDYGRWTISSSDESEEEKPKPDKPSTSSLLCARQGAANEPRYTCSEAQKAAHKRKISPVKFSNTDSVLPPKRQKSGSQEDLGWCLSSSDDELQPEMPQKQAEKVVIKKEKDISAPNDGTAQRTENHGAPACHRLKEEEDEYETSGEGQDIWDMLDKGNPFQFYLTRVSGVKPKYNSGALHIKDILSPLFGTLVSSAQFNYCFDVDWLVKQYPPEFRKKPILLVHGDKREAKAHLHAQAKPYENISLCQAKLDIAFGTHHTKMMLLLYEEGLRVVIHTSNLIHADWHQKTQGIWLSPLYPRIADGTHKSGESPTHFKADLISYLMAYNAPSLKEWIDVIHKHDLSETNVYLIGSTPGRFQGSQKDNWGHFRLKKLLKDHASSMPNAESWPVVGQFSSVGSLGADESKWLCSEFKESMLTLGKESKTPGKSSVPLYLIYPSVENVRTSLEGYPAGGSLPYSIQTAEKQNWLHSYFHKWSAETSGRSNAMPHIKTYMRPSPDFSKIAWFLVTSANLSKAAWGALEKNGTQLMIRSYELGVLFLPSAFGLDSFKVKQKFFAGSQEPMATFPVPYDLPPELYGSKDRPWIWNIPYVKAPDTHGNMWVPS
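AlphaScreen read-out: signal falls as enzyme removes the 3' tyrosine-FITC from a 5'-biotinylated DNA oligo (15 nM, 5 min, RT). Enzyme was E. coli-made recombinant Tdp1 at 1 nM, exposed to compound for 15 min beforehand; beads 10 ug/ml, 10 min.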
DT40 TDP1 no CPT: qHTS for Inhibitors of human tyrosyl-DNA phosphodiesterase 1 (TDP1): qHTS in cells in absence of CPT | actives 15% (n = 420,000) | Potency, µM (titrated, usually from 46.2 µM), for inactives: at the top dose activity change, negative = growth inhibition, usual class: inhibitors | AID 686978, 2013 | DT40 Tdp1-/- hTDP1 cells, no CPT, ATP luminescence, 48 h; note: nearly all actives have a fitted effect of over 55% in size
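Camptothecin absent (DMSO only). Human TDP1-complemented DT40 knockout cells, 400 cells/well, 37 °C for minimum 48 hr; ATP measured via CellTiter-Glo, 30 min dark incubation, luminescence.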
* hit, by the source's call; u = inconclusive; x = no result given; & = joins results of further samples; [ ] = another dose, or the depositor's remark. Calls come from the whole dose curve; as a rule, active = well fitted curve in the direction sought with a large enough effect; inconclusive = small, poorly fitted or top-dose-only effect, or another doubt; inactive = no such curve, though single readings can be large; an effect the other way counts as inactive or inconclusive. % is set by controls: 0 for no effect and ±100 for the full control effect; potency is the fitted concentration of half-maximal effect. Rows are unselected; about 18% have a hit in one of these screens.

SMILES	DT40 TDP1 CPT	TDP1 inh	DT40 TDP1 no CPT
CC(=O)Nc1cccc(NC(=O)c2ccc3c(c2)CCN3S(=O)(=O)c2ccccc2)c1	u	4%	u
COc1ccc(CNC(=O)Cn2ccc3cc(S(=O)(=O)N4CCCCCC4)ccc32)cc1OC	u	6%	u
Cc1cc(C)nc(NS(=O)(=O)c2ccc(NC(=O)c3ccco3)cc2)n1	1%	4%	1%
COc1ccc(C(Sc2ccccc2)c2ccccc2)cc1OC (centres undefined)	-15%	x	-29%
CCN1C(=O)C(O)(CC(=O)c2cccc(-n3cccc3)c2)c2ccccc21 (centres undefined)	u	5%	16µM*
Cc1ccc(-n2nnc(-c3nc(-c4cccs4)no3)c2N)c(C)c1	4%	3%	-26%
CC(C(=O)OCC(=O)NC1CCCC1)N1C(=O)c2ccccc2C1=O (centres undefined)	-1%	0%	1%
Cc1ccc(NS(=O)(=O)c2cccc(C(=O)N(C)Cc3cccs3)c2)cc1	-16%	0%[0.505 µM]	-28%
COc1cccc(N2CCN(c3c4c(nc5ncnn35)CCC4)CC2)c1	u	5%	16µM*
Cc1cccc(C(=O)NC2CCN(CC(=O)N3CCOCC3)CC2)c1	0%	7%	-13%
O=C(Nc1cccn2ncnc12)c1ccc(Cl)cc1	-20%	5%	-16%
CC(=O)c1ccc(-c2ccc(C(=O)NCC(c3ccco3)N(C)C)o2)cc1 (centres undefined)	-15%	1%	u
Cc1ccnc(NC(=O)c2cccc(NC(=O)COc3ccccc3)c2)c1	u	0%	u
Cc1noc(NS(=O)(=O)c2ccc(NC(=O)CCn3c(=O)oc4ccccc43)cc2)c1C	-8%	-6%	-7%
CCc1ccc(S(=O)(=O)Nc2cccc(-c3ccc4nnc(C)n4n3)c2)s1	23µM*	-11%	16µM*
COC(=O)[C@H](NC(=O)c1cc(-c2ccccc2)nc2ccccc12)c1ccccc1	u	11%&11%[56.1 µM]	-25%&-16%
CCOC(=O)c1[nH]c(=O)[nH]c1COC(=O)c1cc2ccccc2o1	-19%	5%	u
O=S(=O)(NCC1CCCO1)c1ccc(S(=O)(=O)N(Cc2ccccc2F)C2CCCCC2)cc1 (centres undefined)	13µM*	x	u
COc1ccc(C(CC(=O)Nc2ncccc2C)N2Cc3ccccc3C2=O)cc1 (centres undefined)	-19%	x	-19%
Cn1c(SCCC(=O)O)nnc1-c1ccncc1	-4%	7%	1%
O=C(CSc1nnc(-c2cccnc2)n1Cc1ccco1)c1ccc(Cl)cc1	u	2%	26µM*
CC(C)S(=O)(=O)C1=NSC2=NC(=O)/C(=C\c3ccc(-c4cccc(C(=O)O)c4)o3)C(=N)N21	1%	2%	3%
CCN(CC)C(=O)c1sc(NC(=O)Cc2ccc(OC)cc2)c(C#N)c1C	-23%	5%	u
COc1ccccc1CNS(=O)(=O)c1cc2c3c(c1)CCC(=O)N3CCC2	-25%	x	u
O=C(CN1C(=O)COc2ccc(S(=O)(=O)N3CCCC3)cc21)N1CCCC1	10%	6%	12%
CC1=NOC(=O)/C1=C\c1ccc2c(c1)OCO2	u	-7%	15µM*
COc1ccc(S(N)(=O)=O)cc1C(=O)N1CCCC1	1%	-8%	4%
Cc1nccn1CC(O)COC1CCCCC1 (centres undefined)	-23%	5%	-7%
C(=N\N1CCN(c2ccccn2)CC1)/C1=C(N2CCOCC2)C(=C/c2ccccc2)/CC1	u	5%	16µM*
Cc1cccc(N=CC=C2OC(C)(C)C(C)(C)O2)c1	1%	8%	-7%
COc1ccc2c(c1)c1c(c(=O)n(Cc3ccccc3)c(=O)n1CC(=O)Nc1c(C)cccc1C)n2C	1%	3%	-1%
CC(C)(C)C(=O)NNC(=O)c1cc2sccc2s1	6%	6%	1%
CCC(=O)n1nc(-c2ccccc2)nc1NCc1ccccc1	-22%	1%	-19%
CC1CN(C(=O)c2ccc(NS(=O)(=O)c3ccc(F)c(F)c3)cc2)CC(C)O1 (centres undefined)	-1%	2%	-21%
COc1ccccc1C(=O)Nc1ccc(OCC(=O)N2CCCCC2C)cc1 (centres undefined)	-8%	0%	-20%
COc1ccc(C(C)=O)cc1COC(=O)CNC(=O)c1ccc(F)cc1	-9%	2%	-1%
COc1cc2c(=O)n(CCC(=O)NCC3CCCO3)c(=O)n(CC(=O)Nc3ccc(C)c(C)c3)c2cc1OC (centres undefined)	-2%&-2%	8%&9%	-13%&0%
Cc1ccc(C)c(Cn2c(=O)c3c(nc4n3CCN4c3ccccc3)n(C)c2=O)c1	10%	6%	2%
Cc1ccc([C@H]2C(C(=O)O)=CCN2S(=O)(=O)c2ccc(C)cc2)cc1	0%	x	-10%
CCOC(=O)c1sc(NC(=O)C(CC)Sc2nnc3c4ccccc4n(CC)c3n2)nc1C (centres undefined)	6.5µM*	x	u
CCC(C)N(CC(=O)NCc1ccc(OC)cc1)C(=O)c1csnn1 (centres undefined)	-3%	3%	-9%
Cc1ccc(Nc2nc(C)c(NC(=O)c3ccc(C)cc3)c(Nc3ccc(C)cc3)n2)cc1	6.5µM*	10%	4.6µM*
Cc1ccc2cc(C#N)c(N3CCCC3)nc2c1C	u	u	u
Cc1ccc(CC2SC(=O)NC2=O)cc1Cl (centres undefined)	-5%	2%	4%
Cc1ccc2nc3c(cc(C(=O)NCc4ccco4)c(=N)n3Cc3ccco3)c(=O)n2c1	u	0%	21µM*
Cc1ccc(S(=O)(=O)NNC(=O)C2CCCCC2)cc1	-2%	1%	-9%
CC(Sc1ccccn1)C(=O)Nc1ccc(S(N)(=O)=O)cc1 (centres undefined)	u	1%	-1%
Cc1cccc(N/C=C/c2onc(C)c2[N+](=O)[O-])c1	u	4%	9.2µM*
CCNC(=O)C1CCCN(C(=O)c2ccc(C)c(F)c2)CC1 (centres undefined)	7%	x	-12%
O=C1N(Cc2cccc(Cl)c2)C[C@@H]2C[C@@H](c3cccn3-c3cccnc3)N3CCC[C@@]123	u	8%	21µM*
O=C(Nc1nccs1)c1ccc(COc2c(F)c(F)cc(F)c2F)cc1	-20%	x	u
COc1cccc(CN2CCNC(=O)C2CC(=O)NCC(C)(C)N2CCOCC2)c1OC (centres undefined)	6%	2%	-1%
CCc1ccc2[nH]c(C(=O)Nc3ccc4c(c3)OCO4)cc2c1	-6%	x	u
O=C(CCCNC(=O)c1ccc(Cl)cc1)NCc1ccccc1F	5%	-6%	8%
Clc1ccc(CSc2nnc(-c3ccncc3)o2)c(Cl)c1	u	3%	u
CCN(CCO)C(=S)Nc1cc(C(=O)OC)ccc1C(=O)OC	1%	5%	-16%
COc1ccc(-c2cnc(C(O)c3ccccc3)[nH]2)cc1 (centres undefined)	-19%	x	-5%
CC(=O)N1CCC(N(C(=O)Nc2ccc(C)c(C)c2)C2CCCC2)CC1	-15%	5%	-15%
COc1ccc(-n2nc(C(=O)NCCc3ccc(Cl)cc3)c3c4ccccc4n(C)c3c2=O)cc1Cl	3.7µM*	2%	13µM*
S=C(NCC1CCCO1)NC12CC3CC(CC(C3)C1)C2 (centres undefined)	9%	5%	-4%
Next section
SMILES	DT40 TDP1 CPT	TDP1 inh	DT40 TDP1 no CPT
CC/C(=N\O)c1ccc(O)c(OC)c1	1%	4%	-19%
COc1cc2c(cc1OC)C(COc1ccc3c(C)cc(=O)oc3c1)N(C(=O)c1cc(Cl)ccc1OC)CC2 (centres undefined)	u	0%	u
CCOc1ccc(C(=O)NC(=S)Nc2ncccc2C)cc1[N+](=O)[O-]	u	-3%	u
Nc1nonc1-n1nnc(C(=O)N/N=C/c2ccc(OCc3cccc(Cl)c3)cc2)c1CN1CCCCC1	u	1%	u
O=C(CSc1ncccc1C(=O)O)NCCC1=CCCCC1	-15%	-6%	-3%
C[C@@H](NC(=O)c1nc[nH]c1C(=O)N1CCN(C(=O)OC(C)(C)C)CC1)c1ccccc1	-21%	-1%	-24%
Cc1ccc(CNC(=O)c2ccc3c(c2)c(C)c(C)n3Cc2ccccc2)o1	u	3%	u
COC(=O)[C@@]12C[C@@H](CC(=O)NCCCN3CCCC3=O)C(=O)N(Cc3ccc4c(c3)OCO4)C1=CCC(C)(C)C2	u	x	u
COc1ccc(-c2cc(C(=O)Nc3c(C)nn(Cc4ccc(Cl)cc4)c3C)no2)cc1	-30%	-4%	u
CCn1nnnc1SCC(=O)NC1Cc2ccccc2C1	-1%	x	-9%
Cn1c(Oc2ccc(Cl)cc2)nc2c1c(=O)n(Cc1ccc(F)cc1)c(=O)n2C	-2%	x	-26%
CC(C)OCCCNC(=O)c1sc(=S)n(C)c1N	-3%	6%	-10%
Oc1c(N=Nc2ccccn2)ccc2ccccc12	1.5µM*	16%	1.6µM*
O=C(Nn1c(-c2ccccc2)nc2ccccc2c1=O)C1CCC1	-1%	0%	7%
CC(C)N(C(C)C)S(=O)(=O)c1ccc(Cl)nc1	-9%	2%	-21%

In the list so far, four have an NH in an aromatic ring.
SMILES	DT40 TDP1 CPT	TDP1 inh	DT40 TDP1 no CPT
CCOC(=O)c1[nH]c(=O)[nH]c1COC(=O)c1cc2ccccc2o1	-19%	5%	u
CCc1ccc2[nH]c(C(=O)Nc3ccc4c(c3)OCO4)cc2c1	-6%	x	u
COc1ccc(-c2cnc(C(O)c3ccccc3)[nH]2)cc1 (centres undefined)	-19%	x	-5%
C[C@@H](NC(=O)c1nc[nH]c1C(=O)N1CCN(C(=O)OC(C)(C)C)CC1)c1ccccc1	-21%	-1%	-24%

Additional compounds:
SMILES	DT40 TDP1 CPT	TDP1 inh	DT40 TDP1 no CPT
Cc1cccc(C)c1NC(=O)C(c1ccc(C(F)(F)F)cc1)n1c(=O)c(-c2cc3ccccc3[nH]2)nc2ccccc21 (centres undefined)	u	x	u
O=C(NC(=O)N1CCCCCC1)c1ccccc1	-12%	1%	9%
O=C(OCc1cccc(F)c1)c1ccc2c(=O)n3c(nc2c1)CCC3	0%	0%	u
C[C@@H]1NC(=O)N[C@@H]1CCCCCC(=O)O	-14%	x	-12%
O=C(CSc1ncccn1)Nc1ccc(N2CCOCC2)cc1	3%	-2%	-2%
CCN(C[C@H]1N[C@@](CC)(C(=O)OC)[C@H]2C(=O)N(Cc3ccccc3)C(=O)[C@@H]12)S(=O)(=O)c1ccc(F)cc1	u	1%	21µM*
Cc1ccccc1NC(=S)NC1CCCC1	-19%	x	-23%
Cc1ccc2c(c1)C1CC(C)(O2)N(c2cccc(C(=O)NC3CCN(Cc4ccccc4)CC3)c2)C(=O)N1 (centres undefined)	u	1%	u
CCCCN1CC(c2nc3ccccc3n2CCCCOc2c(C)cccc2C)CC1=O (centres undefined)	12µM*	3%	7.3µM*
Cc1cc(C)n(-c2nnc(N3CCN(c4ccc(F)cc4)CC3)nn2)n1	-16%	6%	1%
CCOC(=O)C1(Cc2cccc(F)c2)CCN(C(=O)Cc2cccnc2)CC1	-10%	x	-29%
CN(C)S(=O)(=O)n1cc(/C=C(\NC(=O)c2ccccc2F)C(=O)NCCN2CCOCC2)c2ccccc21	u	x	12µM*
Cc1ccc(CN2CCC(n3nccc3NC(=O)C3CCOC3)CC2)cc1C (centres undefined)	3%	0%	-4%
CCc1cccc(NC(=O)CCC(=O)N2CCSc3ccccc32)c1	u	0%	u
COc1cc(Cl)c(C)cc1NC(=O)CSc1ncc(S(=O)(=O)c2ccc(C(C)(C)C)cc2)c(=O)[nH]1	2%	u	2%

Just DT40 TDP1 no CPT and DT40 TDP1 CPT (4 entries from above):
molecule | DT40 TDP1 no CPT | DT40 TDP1 CPT
C[C@@H]1NC(=O)N[C@@H]1CCCCCC(=O)O | -12% | -14%
O=C(NC(=O)N1CCCCCC1)c1ccccc1 | 9% | -12%
CN(C)S(=O)(=O)n1cc(/C=C(\NC(=O)c2ccccc2F)C(=O)NCCN2CCOCC2)c2ccccc21 | 12µM* | u
Cc1ccc(CN2CCC(n3nccc3NC(=O)C3CCOC3)CC2)cc1C (centres undefined) | -4% | 3%

Remaining list, next part.
SMILES	DT40 TDP1 CPT	TDP1 inh	DT40 TDP1 no CPT
CCOc1ccc(/C=C(\C#N)C(=O)NCC2CCCO2)cc1OCC (centres undefined)	-27%	-1%	u
CC(=O)Nc1ccccc1-c1nc(CNC(=O)c2cccc(-n3cccn3)c2)c(C)o1	10%[9.04 µM]	x	-3%
O=C(NC1CC2CCCC(C1)N2C(=O)NCc1ccccc1)C1CC1 (centres undefined)	-11%	-5%	-4%
O=[N+]([O-])c1ccc2nc(C3CCCCC3)[nH]c2c1	u	7%	u
Cc1cc2c(c(=O)n1CCN(C)C)C(c1ccccc1Br)C(C#N)=C(N)O2 (centres undefined)	0%	3%	7%
CC(=Nc1cc(C(=O)c2ccccc2)ccc1N)C1=C(O)CC(C)(C)CC1=O	6%	5%	-9%
